Assay outcomes: PubChem, National Center for Advancing Translational Sciences (NCATS)
GAA glycogen = qHTS Assay for Inhibitors and Activators of Human alpha-Glucosidase Cleavage of Glycogen | Lysosomal alpha-glucosidase (Homo sapiens), P10253 | recombinant GAA, glycogen substrate, Amplex Red glucose oxidase fluorescence | Potency, µM (top dose mostly 76.4 µM), without a hit: top-dose activity change, negative = inhibition, usual class: inhibitors | actives 0.38% (n = 300,000) | AID 2100, 2009;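 also: 0% = full enzyme reaction and -100% = no-enzyme basal signal; the screen sought inhibitors and activators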
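qHTS, 1536-well; enzyme 4 nM final; cpd up to 77 uM; substrate bovine liver glycogen 30 ug; 50 mM citrate/phosphate pH 5.0, 0.01% Tween-20; 37 C, 40 min; Amplex Red detection 45 min RT; Hill fit → AC50.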
HttQ103 aggreg = qHTS Multiplex Assay to Identify Dual Action Probes in a Cell Model of Huntington: Aggregate Formation (GFP). PC12 HttQ103-GFP aggregates, Acumen cytometry, 40 h. Potency, µM (series often up to 46.1 µM), without a hit: at the top dose activity change, negative = inhibition, usual class: inhibitors. actives 1.1% (n = 220,000). AID 1688, 2009; also: % is scaled to controls: 0 for no effect and ±100 for the full control effect; nearly all actives have a fitted effect of over 60% in size
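Compounds (qHTS titration) were added to PC12 cells expressing an ecdysone-driven HTT exon 1 Q103–GFP fusion after induction with 100 nM tebufenozide. Aggregate formation was measured as GFP objects in cell lysates.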
GoLoco inh red = qHTS Assay for Inhibitors of RGS12 GoLoco Motif Activity (Red Fluorophore) | Guanine nucleotide-binding protein G(i) subunit alpha-1 (Homo sapiens), P63096 | Gai1:RGS12 GoLoco peptide FP, rhodamine, 10 min | Potency, µM (series often up to 61.6 µM), without a hit: at the highest dose activity, negative = inhibition, most hits filed as inhibitors | actives 0.44% (n = 230,000) | AID 880, 2007; active = well fitted inhibition curve with a large enough effect, not every such curve was filed as active; inactive = no such curve, though single readings can be large or run the other way; also: % is scaled to controls: 0 for no effect and ±100 for the full control effect; nearly all actives have a fitted effect of over 30% in size; many of its hits are not listed in these tables
Target sequence (P63096 whole entry, looked up): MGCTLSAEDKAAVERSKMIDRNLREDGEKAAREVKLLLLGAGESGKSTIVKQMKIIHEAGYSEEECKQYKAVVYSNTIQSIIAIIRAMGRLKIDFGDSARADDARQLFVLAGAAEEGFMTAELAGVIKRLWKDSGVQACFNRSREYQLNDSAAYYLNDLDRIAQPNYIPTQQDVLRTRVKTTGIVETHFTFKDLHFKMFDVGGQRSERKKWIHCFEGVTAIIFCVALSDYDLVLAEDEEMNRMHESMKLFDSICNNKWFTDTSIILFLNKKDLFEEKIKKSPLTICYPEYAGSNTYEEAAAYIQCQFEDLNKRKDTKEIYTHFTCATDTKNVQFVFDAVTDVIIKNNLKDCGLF
GAA inh = qHTS Assay for Inhibitors of Human alpha-Glucosidase as a Potential Chaperone Treatment of Pompe Disease. actives 0.005% (n = 200,000). Potency, µM (series often up to 76.9 µM), for inactives: at the top dose activity change, negative = inhibition, most hits filed as inhibitors. purified human GAA, 4-MU-alpha-glucoside fluorescence. Lysosomal alpha-glucosidase (Homo sapiens), P10253;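 also: plate controls were uninhibited enzyme wells for no effect and no-enzyme background for full effect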
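Fluorogenic assay: 4 nM human alpha-glucosidase with 400 uM 4-methylumbelliferyl-alpha-D-pyranoside in 50 mM citrate/phosphate, 0.005% Tween-20, pH 5.0, 20 min at room temperature. Compounds tested up to 77 uM; AC50 from Hill fits.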
GAA spleen mod = qHTS Assay for Inhibitors and Activators of Human alpha-Glucosidase From Spleen Homogenate; human spleen homogenate, 4-MU-alpha-glucoside fluorescence; Potency, µM (titrated, usually from 79.9 µM), without a hit: at the highest dose activity change, negative = inhibition, actives largely listed as inhibitors; actives 0.006% (n = 240,000); AID 2112, 2009;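 also: 0% = enzyme with vehicle and -100% = no enzyme basal signal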
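Enzyme source: human spleen homogenate, 1 ug/well. Buffer 50 mM citric acid/K phosphate pH 5.0, 0.01% Tween-20. 4-MU-alpha-glucoside 1 mM; 37 C x 40 min; NaOH/glycine stop; fluorescence.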
HTT cytoprotect = qHTS Multiplex Assay to Identify Dual Action Probes in a Cell Model of Huntington: Cytoprotection (ATP) | AID 1471, 2008 | actives 0.14% (n = 230,000) | PC12 HTT-Q103 induced, cytoprotection, ATP luminescence, 40 h | Potency, µM (doses to about 56.4 µM), for inactives: cytoprotection (ATP increase), hits mostly activators;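 also: % of control where 0% means no effect; nearly all actives have a fitted effect of over 45% in size; toxic huntingtin expression switched on by the ecdysone agonist tebufenozide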
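Rat PC12, Q103 Htt exon1-GFP fusion, ecdysone promoter; tebufenozide inducer 100 nM final; compound titration; qHTS, 1500 cells/well; ATPlite luminescent read.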
IMPase Li inh = qHTS Assay for Identifying the Cell-Membrane Permeable IMPase Inhibitors: Potentiation with Lithium | CHO-M1 cells, IP1 TR-FRET (IP-One), carbachol + lithium | Potency, µM (doses to about 59.4 µM), for inactives: at the highest dose activity, negative = IMPase inhibition, actives largely listed as inhibitors | actives 0.35% (n = 210,000) | AID 1457, 2008;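 also: IP1 builds up when IMPase is blocked and the TR-FRET signal falls; plate controls were basal vehicle for no effect and high inhibitor control for full effect; nearly all actives have a fitted effect of over 50% in size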
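Steps: plate 2000 CHO-M1 cells per well and culture 16–30 h; add compound and lithium; incubate 30 min, 37C; add d2-IP1 tracer and Eu cryptate anti-IP1 antibody in lysis buffer; read after 10 min at room temperature.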
An asterisk follows results filed as active; ? = inconclusive; · = no result given; [ ] = dose if it differs, or a comment. Unless noted, calls follow the shape of the dose curve; as a rule, active = well fitted curve in the direction sought with a large enough effect; inconclusive = small, poorly fitted or top-dose-only effect, or another doubt; inactive = no such curve, though single readings can be large; an effect the other way counts as inactive or inconclusive. Potency is read from the fitted curve at half-maximal effect.

Assay codes – A = GAA glycogen; B = HttQ103 aggreg; C = GoLoco inh red; D = GAA inh; E = GAA spleen mod; F = HTT cytoprotect; G = IMPase Li inh
COC(=O)CC/C(O)=C1\C(=O)CC(C)(C)CC1=NCc1nc2ccccc2[nH]1
  A = 6% | B = -8% | C = -1% | D = -3% | E = · | F = 5% | G = -4%

Cc1ccc2c(CN3CCN(CCO)CC3)cc(=O)oc2c1
  A = 3% | B = -6% | C = 4% | D = 0% | E = 12% | F = -6% | G = -24%[38.3 µM]

CCC(CC)=NNC(=O)c1ccccc1OCc1ccc(F)cc1
  A = -15% | B = -7% | C = -2% | D = 1% | E = -13% | F = -8%[10 µM] | G = 2%

CC(C)Nc1nc(NC(C)C)nc(Oc2ccc(OCc3ccccc3)nn2)n1
  A = 9% | B = 27% | C = 4% | D = ? | E = 1% | F = 18% | G = 27%[38.3 µM]

CCOC(=O)c1ccc(Oc2cn[nH]c2-c2ccc(O)cc2O)cc1
  A = ? | B = 5%[9.22 µM] | C = -8% | D = · | E = 1% | F = 8%[10 µM] | G = ·

Cc1ccc(C2C3=C(CC(C)(C)CC3=O)NC3=C2C(=O)c2ccccc23)cc1 (stereo not drawn)
  A = -18% | B = -3% | C = 26% | D = -10% | E = -4% | F = -9%[10 µM] | G = 24%

O=C(c1cc(S(=O)(=O)N2CCOCC2)ccc1F)N1CCN(Cc2ccccc2)CC1
  A = -2% | B = -11% | C = 4% | D = -8% | E = 0% | F = -11%[0.074 µM] | G = -1%[38.3 µM]

O=C(C1CCC1)N1CCN(Cc2ccccc2)CC1
  A = -2% | B = -13% | C = 7% | D = 2% | E = 10% | F = -2% | G = 15%[38.3 µM]

OCCCNC(=S)Nc1ccc2nc(-c3ccccn3)c(-c3ccccn3)nc2c1
  A = -7% | B = 5% | C = 2% | D = 6% | E = -6% | F = 2% | G = -7%[38.3 µM]

Cc1c(NC(=O)c2c(N)sc3c2CCCC3)c(=O)n(-c2ccccc2)n1C
  A = -7% | B = 19% | C = -4% | D = -9% | E = -1% | F = -5% | G = -1%

CCN(CC)C(=O)CSc1nnc(-c2ccccn2)n1-c1ccccc1OC
  A = 4% | B = 12%[9.22 µM] | C = -3% | D = · | E = 0% | F = 27%[10 µM] | G = ·

O=C(c1ccc(Cl)cc1)C1C2C(=O)N(c3ccccc3)C(=O)C2C2CCCN21 (stereo not drawn)
  A = -1% | B = ? | C = 24% | D = 0% | E = -5% | F = 9%[0.074 µM] | G = -7%[38.3 µM]

CCCCOC(=O)CSc1nc2ccccc2o1
  A = 5% | B = -13%[9.22 µM] | C = -19% | D = · | E = -1% | F = -37%[10 µM] | G = ·

O=C(/C=C/c1ccc(S(=O)(=O)N2CCOCC2)cc1)NCc1ccccc1
  A = 1% | B = 26% | C = · | D = -5% | E = -7% | F = 32%[10 µM] | G = ·

CCOC(=O)c1ccc(NC(=S)NCCc2ccc(F)cc2)cc1
  A = -25% | B = 12% | C = -10% | D = -5% | E = -4% | F = -27% | G = 15%

Continuation.
Assay codes – A = GAA glycogen; B = HttQ103 aggreg; C = GoLoco inh red; D = GAA inh; E = GAA spleen mod; F = HTT cytoprotect; G = IMPase Li inh
Cc1onc(-c2ccccc2Cl)c1C(=O)Nc1cccnc1
  A = -2% | B = 1% | C = -7% | D = 3% | E = 0% | F = 0%[10 µM] | G = 7%

CCOC(=O)N/N=C1\CC(C)CC(C)(C)C1 (stereo not drawn)
  A = -1% | B = -9% | C = 5% | D = 1% | E = -1% | F = · | G = -7%

COc1ccccc1-c1nnc(SCC(=O)NCc2ccco2)n1N
  A = -14% | B = 2% | C = 3% | D = -8% | E = -1% | F = -5% | G = 5%

COc1ccc(CNC(=O)C(=O)NCC2CCCO2)cc1 (stereo not drawn)
  A = 0% | B = 2% | C = 2% | D = 13% | E = -20% | F = -3% | G = -1%[38.3 µM]

COc1ccc(S(=O)(=O)Nc2cccc(-c3ccc4nncn4n3)c2)cc1F
  A = -10% | B = ? | C = -3% | D = -3% | E = · | F = -72%[inhibitor] | G = 5%

N/C(=N\NC(=O)c1ccc(Cl)cc1)c1cnccn1
  A = 5% | B = 22%[9.22 µM] | C = -1% | D = · | E = 2% | F = -1%[10 µM] | G = ·

CC(C)C[C@@H](CC(=O)N[C@H](CC(=O)N[C@@H]1CCCC[C@H]1C(=O)N[C@H](CC(=O)N[C@@H](CCC(=O)O)CC(=O)O)CC(C)C)C(C)C)NC(=O)[C@@H]1CCCC[C@H]1N
  A = · | B = · | C = -1% | D = · | E = 3% | F = 0%[1.9 µM] | G = 5%

CC(C)S(=O)(=O)C/C(N)=N/OC(=O)c1cc(Cl)cc(Cl)c1
  A = 6% | B = 14%[9.22 µM] | C = -2% | D = · | E = 3% | F = 2%[10 µM] | G = ·

CCSC1=C(C#N)C(c2ccc(C)o2)CC(=O)N1 (stereo not drawn)
  A = -2% | B = 14%[9.22 µM] | C = -21% | D = · | E = 0% | F = -1%[10 µM] | G = ·

O=C(CCN1C(=O)c2ccccc2C1=O)N1CCN(Cc2ccc(Cl)cc2Cl)CC1
  A = -8% | B = 1%[9.22 µM] | C = -3% | D = -1% | E = 2% | F = -18% | G = 10%[38.3 µM]

O=C(NCCc1ccccc1)/C(=C\c1ccc([N+](=O)[O-])cc1)NC(=O)c1ccc(Br)cc1
  A = -10% | B = ? | C = 4% | D = -3% | E = 2% | F = · | G = -3%

COc1ccc2c(c1)sc(=N)n2CC(=O)Nc1cc(C)cc(C)c1
  A = -20% | B = -2% | C = 13% | D = 11% | E = -17% | F = -9%[10 µM] | G = 7%

Cc1csc(=Nc2ccccc2)n1CCCN1CCCC1=O
  A = -17% | B = 15% | C = 8% | D = 1% | E = 0% | F = -4% | G = 9%

O=C(c1ccncc1)N1CCC[C@@]2(CCN(c3ccccc3)C2)C1
  A = · | B = · | C = 5% | D = · | E = -6% | F = 1% | G = 8%

O=C(Nc1nccs1)c1cc(N2CCOCC2)nc2ccccc12
  A = 9% | B = 7% | C = -1% | D = 10% | E = -4% | F = -5%[10 µM] | G = -23%[38.3 µM]

Next structures follow:
Assay codes – A = GAA glycogen; B = HttQ103 aggreg; C = GoLoco inh red; D = GAA inh; E = GAA spleen mod; F = HTT cytoprotect; G = IMPase Li inh
O=C(C1=C(O)C(=O)N(CCCN2CCOCC2)C1c1ccccn1)c1cccs1 (stereo not drawn)
  A = -3% | B = ? | C = 21% | D = 0% | E = -2% | F = 5% | G = 24%[38.3 µM]

CC(C)(C)NC(=O)NC(=O)COC(=O)CCCc1c[nH]c2ccccc12
  A = -1% | B = 16% | C = -6% | D = -24% | E = 1% | F = 17% | G = 23%[38.3 µM]

CCc1cccc(NC(=O)c2ccc(NS(=O)(=O)c3c(C)noc3C)cc2)c1
  A = -3% | B = 24% | C = -5% | D = -4% | E = -7% | F = -27% | G = -9%[38.3 µM]

COc1ccc(NC(=O)c2cc3sccc3n2Cc2ccc(F)cc2)cc1OC
  A = -5% | B = 12% | C = -6% | D = -9% | E = -17% | F = -53%[inhibitor] | G = 8%[38.3 µM]

CNC(=O)c1ccc(-c2ccc(Cl)c(Cl)c2)s1
  A = 1% | B = -12% | C = -2% | D = -2% | E = · | F = -14% | G = -4%

CC(C)Sc1nc(-c2ccccc2)cc(=O)[nH]1
  A = 6% | B = 10% | C = 3% | D = -7% | E = 2% | F = -12% | G = -1%[38.3 µM]

C(=N/Nc1cc(N2CCOCC2)nc(N2CCOCC2)n1)/c1ccccc1
  A = -9% | B = -1% | C = 1% | D = -15% | E = -8% | F = · | G = -2%

Cc1cccc(S(=O)(=O)NNC(=O)c2sc(C)nc2C)c1
  A = ? | B = -12% | C = 7% | D = 4% | E = 0% | F = 1%[10 µM] | G = 3%

COc1cc2c(c(OC)c1OC)C(c1ccccc1C)CC(=O)O2 (stereo not drawn)
  A = · | B = · | C = -9%[88.7 µM] | D = · | E = 7%[119 µM] | F = -47%[inhibitor] | G = 2%

CN(Cc1ccccc1)C(=O)COC(=O)c1cc(Cl)nc(Cl)c1
  A = 4% | B = -1% | C = 7% | D = -5% | E = 0% | F = -12% | G = 3%

Cc1nc([N+](=O)[O-])c(Br)n1CC(=O)c1ccc2ccccc2c1
  A = 2% | B = -86% | C = 14% | D = -12% | E = -5% | F = -115%[inhibitor] | G = 31%[38.3 µM]

Oc1ccc2ccccc2c1C=NC1CCCCC1
  A = 11% | B = -8% | C = -2% | D = -2% | E = 0% | F = ? | G = -4%

O=C1c2cccc3cccc(c23)C(=O)N1CCN1CCN(C(=S)Nc2ccc(Cl)cc2)CC1
  A = 13% | B = 14% | C = 7% | D = 1% | E = -3% | F = 8%[10 µM] | G = -2%

COC(=O)c1ccc(OCCN2C3=NCCN3c3ccccc32)cc1
  A = -3% | B = -6% | C = 0% | D = -4% | E = -7% | F = -7%[0.074 µM] | G = 46%[activator][38.3 µM]

These rows are one share of the data (hit frequency here may not be typical).
